# High-throughput results (PubChem BioAssay)
# RGS4 inh: RGS4 inhibitors, primary screen, cell-based, HEK293 M3R inducible RGS4, calcium flux | hit rate 0.45% among 310,000 | Regulator of G-protein signaling 4 (Homo sapiens), P49798 | B-score at 10 µM | Fluo-4 calcium flux; active compounds read high; triggered by carbachol at its EC20;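 active = B-score, a plate-corrected calcium signal, over three deviations above library mean, with baseline fluorescence within five deviations of library mean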;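 also: RGS4 expression induced by doxycycline in cells with stable M3 receptor; B-score is computed from the integrated fluorescence ratio over baseline after carbachol; higher B-score means a larger calcium signal and so more RGS4 inhibition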
# RGS4 pot: RGS4 potentiators or activators, primary screen, cell-based, HEK293 M3R inducible RGS4, calcium flux; carbachol calcium flux Fluo4; active compounds read low; B-score at 10 µM; hit rate 0.92% among 310,000; AID 463111, 2010;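 active = B-score of the integrated calcium signal more than 4 SD below the library mean, with starting fluorescence not abnormally high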;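 also: negative B-score means reduced calcium response which marks RGS4 activation or potentiation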
#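 Test system: HEK293 cells with stable M3R and inducible RGS4; also added: carbachol at ECmax as muscarinic agonist stimulus; schedule: dye loading 30 min 37 °C, buffer rest 30 min RT; technique: kinetic calcium fluorescence imaging with Fluo4-AM dye, 2 µM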
# TMEM16A act: TMEM16A chloride channel activators or potentiators, primary screen, cell-based, HTS; B-score at 10 µM; hit rate 0.3% among 340,000; Anoctamin-1 (Mus musculus), Q8BHY3; HEK293 TMEM16A/YFP-H148Q/I152L, iodide quench fluorescence; active compounds read low;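 active = fluorescence-ratio B-score plate-corrected deviation score at least 3 library SD below zero, with starting fluorescence score within 5 deviations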;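 also: channel opened by trigger with iodide after compound preincubation; score built on the fluorescence ratio of max minus min over baseline; more negative score means more quench and so TMEM16A activation or potentiation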
# hERG protect: hERG rescue from dofetilide block, primary screen, cell-based, CHO-hERG, FluxOR thallium flux, dofetilide IC70 | Voltage-gated inwardly rectifying potassium channel KCNH2 (Homo sapiens), Q12809 | dofetilide IC70 present | activation (rescue from dofetilide block), less the hit threshold, % at 10 µM | hit rate 0.51% among 310,000 | AID 1511, 2009;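 active = activation above the mean of controls blocked by dofetilide plus 5 SD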;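 also: thallium influx through hERG after potassium depolarization seen as dye fluorescence rise; in these data hits start at about 4.7%; inactives centre near -7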
# MrgX1 ag: agonists of human MrgX1 receptor, primary screen, HEK293 cells, Fluo-4 calcium flux; Mas-related G-protein coupled receptor member X1 (Homo sapiens), Q96LB2; Fluo-4 calcium fluorescence, agonist mode; active compounds read high; B-score at 10 µM; hit rate 0.44% among 310,000; AID 588627, 2011;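 active = calcium response B-score plate-corrected fluorescence ratio at least 3 library SD, with starting fluorescence B-score inside 5 SD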
#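 System – MrgX1-expressing HEK293 cells · Incubation – cells plated overnight, dye loaded 0.5 h 37 °C, 0.5 h room temperature · Technique – kinetic Fluo-4 NW fluorescence of intracellular calcium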
# KCNQ1 block: inhibitors of human KCNQ1 channel, primary screen, cell-based, thallium flux, high-throughput | CHO-K1 KCNQ1, FluxOR thallium flux fluorescence; active compounds read high | hit rate 1.3% among 310,000 | B-score at 10 µM | AID 2642, 2010 | Potassium voltage-gated channel subfamily KQT member 1 (Homo sapiens), P51787;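 active = compounds whose thallium flux B-score, printed positive for inhibition, exceeds three library SD while starting fluorescence stays within three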;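 also: channel opened by potassium depolarization with thallium stimulus after 20 min compound exposure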
# Target sequence (P51787 whole entry, looked up): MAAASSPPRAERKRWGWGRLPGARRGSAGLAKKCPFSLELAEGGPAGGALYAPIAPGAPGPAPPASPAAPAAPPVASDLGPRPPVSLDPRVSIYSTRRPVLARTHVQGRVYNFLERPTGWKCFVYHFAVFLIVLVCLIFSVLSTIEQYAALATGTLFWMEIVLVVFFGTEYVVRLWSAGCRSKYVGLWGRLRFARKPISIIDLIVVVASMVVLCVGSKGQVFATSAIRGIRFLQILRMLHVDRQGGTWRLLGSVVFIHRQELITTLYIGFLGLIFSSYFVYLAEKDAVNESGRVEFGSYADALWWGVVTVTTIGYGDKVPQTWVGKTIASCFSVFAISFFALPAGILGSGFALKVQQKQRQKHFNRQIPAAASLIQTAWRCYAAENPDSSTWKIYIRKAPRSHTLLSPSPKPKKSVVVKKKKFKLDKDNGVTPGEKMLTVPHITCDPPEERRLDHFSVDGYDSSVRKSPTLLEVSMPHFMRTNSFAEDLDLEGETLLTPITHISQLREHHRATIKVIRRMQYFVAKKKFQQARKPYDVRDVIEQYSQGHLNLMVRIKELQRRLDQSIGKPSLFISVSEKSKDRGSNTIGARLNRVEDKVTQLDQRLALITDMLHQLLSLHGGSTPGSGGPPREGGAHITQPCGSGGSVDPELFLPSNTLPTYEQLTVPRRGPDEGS
# TMEM16A inh: TMEM16A chloride channel inhibitors, primary screen, cell-based, HTS; HEK293 TMEM16A/YFP iodide influx fluorescence, ionomycin; normalized B-score (activity score, 25-100; higher = stronger inhibition) at 10 µM; hit rate 1.2% among 310,000; AID 588511, 2011;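 active = ratio plate-corrected score three or more library SD toward inhibition, starting fluorescence score within five deviations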;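 also: score derived from kinetic fluorescence span divided by baseline fluorescence per well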
# KCNK9 inh: KCNK9 potassium channel inhibitors, primary screen, HEK293 cells, thallium flux. hit rate 1.2% among 310,000. Potassium channel subfamily K member 9 (Homo sapiens), Q9NPC2. AID 488922, 2010. FluxOR thallium flux fluorescence; active compounds read low. B-score at 10 µM;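 active = ratio B-score over 3 SD below the library mean, with starting fluorescence within 5 SD of its mean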;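 also: negative B-score means less thallium flux so channel inhibition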
# Target sequence (Q9NPC2 whole entry, looked up): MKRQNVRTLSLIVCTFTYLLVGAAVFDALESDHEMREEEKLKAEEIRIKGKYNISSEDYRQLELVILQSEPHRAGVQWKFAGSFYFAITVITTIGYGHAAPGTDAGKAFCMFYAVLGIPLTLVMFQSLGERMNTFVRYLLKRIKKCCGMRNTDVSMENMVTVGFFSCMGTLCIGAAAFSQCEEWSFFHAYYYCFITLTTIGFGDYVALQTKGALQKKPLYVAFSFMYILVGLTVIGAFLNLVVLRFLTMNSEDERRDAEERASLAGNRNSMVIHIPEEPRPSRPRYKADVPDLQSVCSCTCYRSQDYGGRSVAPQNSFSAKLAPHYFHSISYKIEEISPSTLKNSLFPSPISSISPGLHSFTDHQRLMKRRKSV
# KCNK3 inh: human KCNK3 channel inhibitors, primary screen, CHO cells, FluxOR thallium flux, B-score; Potassium channel subfamily K member 3 (Homo sapiens), O14649; FluxOR fluorescence; active compounds read low; B-score at 10 µM; hit rate 0.84% among 340,000;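 active = B-score under library mean minus 4 SD, starting fluorescence ratio at most library mean plus 5 SD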;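 also: more negative B-score means stronger inhibition of thallium flux through KCNK3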
# MrgX1 PAM: positive allosteric modulators of MrgX1, primary screen, HEK293 cells, Fluo-4 calcium flux | hit rate 0.63% among 310,000 | Mas-related G-protein coupled receptor member X1 (Homo sapiens), Q96LB2 | B-score at 10 µM | FDSS; active compounds read high;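 active = plate-corrected calcium response at least 3 library SD above typical, normal starting fluorescence, not activating the receptor alone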;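 also: compound read alongside a low EC10 to EC30 dose of BAM8-22 agonist; peak minus trough fluorescence over baseline measured at the second addition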
# KCNQ1 act: potentiators or activators of KCNQ1 channel, primary screen, cell-based, thallium flux, high-throughput; hit rate 0.35% among 310,000; CHO-K1 KCNQ1, thallium flux FluxOR fluorescence; active compounds read high; B-score at 10 µM; Potassium voltage-gated channel subfamily KQT member 1 (Homo sapiens), P51787; AID 2648, 2010;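 active = fluorescence ratio B-score, a plate-corrected score, at least three library SD, with initial intensity B-score within 5 SD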
#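 Medium – assay buffer, equal DMSO in all wells · Material – CHO-K1 cell line with stable KCNQ1 potassium channel expression · Signal – kinetic FluxOR thallium fluorescence, 10-s 1-Hz baseline, 110-s post-stimulus read · Compound – single concentration per compound, DMSO matched to controls · Schedule – 37 °C overnight plating, 90-min dark dye load, 20-min compound pretreatment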
# Starred values were filed as active, the others as inactive; i = inactive; nt = no result given.
Structure	RGS4 pot	TMEM16A inh	RGS4 inh	MrgX1 PAM	KCNK3 inh	TMEM16A act	MrgX1 ag	hERG protect	KCNK9 inh	KCNQ1 act	KCNQ1 block
O=C(C[n+]1ccc(C(=O)N/N=C/c2ccc(OCc3ccccc3)cc2)cc1)c1ccccc1	i	i	i	i	i	i	i	-2	i	i	i
Clc1ccc(CO/N=C2\CCCc3nonc32)cc1	i	i	i	i	i	i	i	-8	i	i	i
O=C(CSCc1ccc(F)cc1)Nc1ccccc1	i	i	i	i	i	i	i	-5	i	i	i
O=C(NCc1ccccc1)c1ccc(NC(=O)c2ccco2)cc1	i	i	i	i	i	i	i	-7	i	i	i
COc1ccccc1NC(=O)c1ccc(NS(=O)(=O)c2c(C)noc2C)cc1	i	i	i	i	i	i	i	-1	i	i	i
O=C(Cn1c(-c2ccco2)nc2ccccc21)N1CCCCC1	i	i	i	i	i	i	i	-8	i	i	i
Cc1ccc2oc(C(=O)N(C)Cc3ccc(C)o3)c(C)c2c1	i	i	i	i	i	i	i	-7	i	i	i
Cc1ccc2c(CC(=O)Nc3ccc(N4CCN(C)CC4)cc3C)coc2c1	i	i	i	i	i	i	i	-11	i	i	i
Cc1nc(Nc2nc(-c3ccccc3)cc(=O)[nH]2)nc2ccccc12	i	i	i	i	i	i	i	-1	i	i	i
NNC(=O)CN1C(c2cccc(Cl)c2)=Nc2ccc(Br)cc2C1c1ccccc1 (centres undefined)	i	i	i	i	i	i	i	-7	i	i	i
Cc1ncc(CN2CCCC(C(=O)Nc3ccc(-c4cccc(F)c4)cc3)C2)cn1 (centres undefined)	i	i	i	i	i	i	i	-13	i	i	i
Cc1c(C(=O)N2CCCCC2)c(S(=O)(=O)N(C)Cc2ccco2)c(C)n1C	i	i	i	i	i	i	i	-7	i	i	i
CC(C)(C)c1ccc(S(=O)(=O)O/N=C2/CCCCC2c2ccc([N+](=O)[O-])cc2[N+](=O)[O-])cc1 (centres undefined)	i	i	i	i	i	i	i	-7	i	i	i
O=C(CSc1nnc(Cc2ccc3c(c2)OCO3)n1C1CCCCC1)NC1CCCC1	i	i	i	i	i	i	i	-10	i	i	i
COc1cccc(S(=O)(=O)Nc2cccc(C(=O)N3CCCCCC3)c2)c1	i	i	i	i	i	i	i	-14	i	i	i
CCCN(C(=O)Cc1ccc(S(=O)(=O)N2CCOCC2)s1)c1c(N)n(Cc2ccccc2)c(=O)[nH]c1=O	i	i	i	i	i	i	i	-6	i	i	i
O=C1CC(=Nc2ccccc2)NN1c1ccccc1	i	i	i	7.4*	i	i	i	-11	i	i	i
COc1ccc(CCNC(=O)C(C)OC(=O)c2cccs2)cc1OC (centres undefined)	i	i	i	i	i	i	i	-4	i	i	i
CCOC(=O)c1c(C)[nH]c(C(=O)OCc2ccccc2F)c1C	i	i	i	i	i	i	i	-1	i	i	i
COc1ccc(C(=O)COC(=O)CCCn2c(=O)oc3ccccc32)cc1	i	i	i	i	i	i	i	-7	i	i	i
COc1cccc2cc(C(=O)NCc3ccc(Cl)cc3)c(=N)oc12	i	i	i	i	i	i	i	-6	i	i	i
CCc1cc(C(=O)OC)c(NC(=O)CC2SC(=NC)N(C)C2=O)s1 (centres undefined)	i	i	i	i	i	i	i	-8	i	i	i
COc1ccc(CN2[C@@H](CC(=O)O)c3ccccc3S2(=O)=O)cc1	i	i	i	i	i	i	i	6.7*	i	i	i
Cc1ccsc1/C=N/NC(=O)c1nnn(-c2nonc2N)c1C	i	i	i	i	i	i	i	-7	i	i	i
CCN(CC)c1ccc(S(=O)(=O)N2CCOCC2)cc1NC(=O)CN1C(=O)NC2(CCCC2)C1=O	i	i	i	i	i	i	i	-10	i	i	i
O=C(NCCO)C(=O)NCC(c1ccc2c(c1)OCO2)N1CCN(c2ccc(F)cc2)CC1 (centres undefined)	i	i	i	i	i	i	i	-8	i	i	i
N#CC1=C(N)C(C#N)(C#N)C(c2cccnc2)C2COCC=C12 (centres undefined)	i	i	i	i	i	i	i	-7	i	i	i
N#CC1=C(N)SC(N)=C(C#N)C1c1cccc(Oc2ccccc2)c1	i	i	i	i	i	i	i	-9	i	i	8*
O=C(c1cccnc1)N1CCCC(Nc2ccc(F)cc2)C1 (centres undefined)	i	i	i	i	i	i	i	-8	i	i	i
CCc1ccc2[nH]c(C)c(CN3CCCCCC3)c(=O)c2c1	i	i	i	i	i	i	i	-8	i	i	i
CC(=O)c1c(C)nc(-c2ccc(Cl)cc2)nc1NC(=O)C(C)C	i	i	i	i	i	i	i	-9	i	i	i
COc1ccc(/C=C/C(=O)Nc2cccc(S(=O)(=O)N3CCCC3)c2)cc1OC	i	i	i	i	i	i	i	-3	i	i	i
CC1=NNC(=O)C1CCC(=O)N/N=C/C(Br)=C/c1ccccc1 (centres undefined)	i	i	i	i	i	i	i	-7	i	i	i
Cc1c(C(=O)Oc2ccc(-c3cnc4ccccc4n3)cc2)cccc1[N+](=O)[O-]	i	i	i	i	i	i	i	1	i	i	i
O=C(Nc1ccccc1N1CCCCC1)c1cccc(OC(F)F)c1	i	i	i	i	-10*	i	i	-8	i	i	i
O=C(NC1CCCCC1)C(c1ccccc1)N1CCC2(CC1)OCCO2 (centres undefined)	i	i	i	i	i	i	i	-12	i	i	i
Cc1ccccc1C(=O)Nc1ccc2nc3n(c(=O)c2c1)CCC3	i	i	i	i	i	i	i	-9	i	i	i
O=C(Nc1nccs1)c1ccc(Cl)c(S(=O)(=O)N2CCCCC2)c1	i	i	i	i	i	i	i	-2	i	i	i
COc1ccc(-c2nc3cc(NC(=O)c4ccc5c(c4)OCO5)ccc3o2)cc1	i	i	i	i	i	i	i	-9	i	i	i
CCOC(=O)N1CCC(O)(c2cc(C)c(C)cc2C)CC1	i	i	i	i	i	i	i	-5	i	i	i
C#CCOCCOCCOCCNc1nc(N2CCN(C(=O)[C@H](CCCCN)n3cc(C(N)CO)nn3)CC2)nc(N2CCN(C(=O)[C@H](CCC(=O)O)n3cc(C(N)[C@H](C)CC)nn3)CC2)n1 (some centres undefined)	i	i	i	i	nt	nt	i	-3	i	i	i
COc1ccc(-n2c(Cc3cccs3)nnc2SCC(=O)Nc2ccc3c(c2)OCCO3)cc1	i	i	i	i	i	i	i	-12	i	i	i
CCc1nnc(NC(=O)CN2CCC(O)(c3ccccc3OC)CC2)s1	i	i	i	i	i	i	i	-8	i	i	i
CCOC(=O)c1ccc(CNC(=O)CSc2nc(NC(=O)c3ccccc3)c3c(C)c(C)oc3n2)cc1	i	i	i	i	i	i	i	-6	i	i	i
CCc1cccc2[nH]c3cc([N+](=O)[O-])ccc3c12	i	i	i	i	i	i	i	-3	i	i	i
O=C(O)CCc1ccc(S(=O)(=O)N2CCOCC2)cc1	i	i	i	i	i	i	i	0	i	i	i
CCCCC(=O)NC(Nc1sc2c(c1C(N)=O)CCCC2)(C(=O)OCC)C(F)(F)F (centres undefined)	i	i	i	i	i	i	i	-8	i	i	i
CC(=O)NC(Cc1cccc(F)c1)C(=O)NC1CCN(C(=O)c2cccc(C)c2)CC1 (centres undefined)	i	i	i	i	i	i	i	-22	i	i	i
O=C(COC(=O)C1(c2ccc(F)cc2)CCCC1)Nc1ncc(C(F)(F)F)cc1Cl	i	100*	i	i	i	i	i	-12	i	i	i
CCn1nc(C)c(CNC(=O)C2CCC(=O)N(CCc3ccc(OC)cc3)C2)c1C (centres undefined)	i	i	i	i	i	i	i	-6	i	i	i
O=C1C(CCCNC(=S)NCc2ccccc2)NC(=S)N1Cc1ccccc1 (centres undefined)	i	i	i	i	i	i	i	-9	i	i	6*
CC(Nc1cc(N2CCCC2)ccc1[N+](=O)[O-])c1ccccc1 (centres undefined)	i	i	i	i	i	i	i	-6	i	i	i
Cn1c(NC(=O)c2ccccc2C(F)(F)F)cc(=O)n(C)c1=O	i	i	i	i	i	i	i	-4	i	i	i
C=CCNC(=S)NNc1nc2c(c(=O)[nH]1)C1(CCCCC1)Cc1ccccc1-2	i	i	11*	i	i	i	i	-14	i	i	8*
Cc1ccccc1C(=O)NC1CCCN(Cc2ccccc2F)C1 (centres undefined)	i	i	i	i	i	i	i	-5	i	i	i
CCOc1ccc(CCNC(=O)c2cnccn2)cc1OCC	i	i	i	i	i	i	i	-1	i	i	i
O=C(CNc1ccc(F)cc1)N/N=C1\CCCc2ccccc21	i	i	i	i	i	i	i	-9	i	i	i
CCOC(=O)C(NC(=O)c1ccccc1)(OCC1(CC)COC1)C(F)(F)F (centres undefined)	i	i	i	i	i	i	i	-15	i	i	i
CC1Cc2cc(S(=O)(=O)N3CCC(C(=O)N(C)Cc4ccco4)CC3)ccc2N1C(=O)C1CCC1 (centres undefined)	i	i	i	i	i	i	i	-10	i	i	i
O=C(CN1C(=O)NC2(CCc3ccccc3C2)C1=O)Nc1ccc(F)cc1 (centres undefined)	i	i	i	i	i	i	i	-11	i	i	i
O=C(c1cccc(NS(=O)(=O)c2ccccc2)c1)N1CCCCC1	i	i	i	i	i	i	i	-5	i	i	i
